Source: PubChem
TAAR1 antagonist: human TAAR1 antagonism. Q96RJ0. CHO RD-HGA16 TAAR1, Fluo-8 calcium fluorescence, antagonist. inhibition, % at 3 µM. hit rate 1.5% among 360,000. AID 624466;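 active = inhibition above a per-plate cutoff, the mean inhibition of test compounds on that plate plus 3 SD, cut at about 49% in these data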;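 also: 0% = DMSO plus EC80 beta-PEA response and 100% = DMSO alone without agonist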
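Test system – hTAAR1-expressing CHO RD-HGA16 cells, Gα16-coupled · Reagent – β-PEA at EC80 concentration, post-compound challenge · Compound dosing – 3 µM, single point · Timing – 140 s kinetic read after compound, 140 s after agonist · Detection – Fluo-8 intracellular calcium dye fluorescence, real-time kinetic reads · Control set – DMSO and EC80 PEA controls · Repeats – n of 1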
M5 PAM: positive allosteric modulators of human muscarinic M5 receptor. P08912. CHO-K1 hM5, Fluo-8 calcium, ACh EC20 PAM; 0% = ACh EC20, 100% = ACh EC100. activation, % at 3 µM. hit rate 0.3% among 360,000. AID 624038;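 active = activation above the run cutoff, the mean activation of all test compounds plus 3 SD, cut at about 18% in these data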
Target sequence (P08912 whole entry, looked up): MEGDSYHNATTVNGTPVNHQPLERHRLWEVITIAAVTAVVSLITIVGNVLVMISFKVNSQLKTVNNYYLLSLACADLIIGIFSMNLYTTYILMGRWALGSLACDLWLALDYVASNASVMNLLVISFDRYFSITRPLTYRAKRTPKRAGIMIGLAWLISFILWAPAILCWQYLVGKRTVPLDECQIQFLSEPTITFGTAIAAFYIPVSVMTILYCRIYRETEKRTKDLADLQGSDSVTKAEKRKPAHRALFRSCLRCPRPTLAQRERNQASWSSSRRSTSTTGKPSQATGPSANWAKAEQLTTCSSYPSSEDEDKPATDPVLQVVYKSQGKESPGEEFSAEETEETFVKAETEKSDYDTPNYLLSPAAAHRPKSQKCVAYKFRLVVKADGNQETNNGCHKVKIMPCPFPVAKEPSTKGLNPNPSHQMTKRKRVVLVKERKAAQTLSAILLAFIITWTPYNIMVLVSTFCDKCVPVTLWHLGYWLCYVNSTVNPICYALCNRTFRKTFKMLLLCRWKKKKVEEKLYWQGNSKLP
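Replicates: One well per compound, no replicates | System: Human M5 receptor in CHO-K1 cells | Benchmarks: Low control EC20 acetylcholine (0%), high control EC100 acetylcholine (100%) | Probe or stimulus: Acetylcholine, EC20 level | Times: Fluo-8 loading 80 min at 37 °C plus 30 min room temperature | Signal: Intracellular calcium via Fluo-8 fluorescence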
M4 PAM: CHRM4 positive allosteric modulation; P08173; CHO-K1 hM4/Gqi5, Fluo-8 calcium fluorescence, ACh EC20; 0% = ACh EC20, 100% = maximal ACh; activation, % at 3 µM; hit rate 0.4% among 360,000; AID 624126;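 active = activation above its plate's cutoff, the mean activation of sample wells plus 3 SD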; also: some results filed as inactive read as strong as hits
Target sequence (P08173 whole entry, looked up): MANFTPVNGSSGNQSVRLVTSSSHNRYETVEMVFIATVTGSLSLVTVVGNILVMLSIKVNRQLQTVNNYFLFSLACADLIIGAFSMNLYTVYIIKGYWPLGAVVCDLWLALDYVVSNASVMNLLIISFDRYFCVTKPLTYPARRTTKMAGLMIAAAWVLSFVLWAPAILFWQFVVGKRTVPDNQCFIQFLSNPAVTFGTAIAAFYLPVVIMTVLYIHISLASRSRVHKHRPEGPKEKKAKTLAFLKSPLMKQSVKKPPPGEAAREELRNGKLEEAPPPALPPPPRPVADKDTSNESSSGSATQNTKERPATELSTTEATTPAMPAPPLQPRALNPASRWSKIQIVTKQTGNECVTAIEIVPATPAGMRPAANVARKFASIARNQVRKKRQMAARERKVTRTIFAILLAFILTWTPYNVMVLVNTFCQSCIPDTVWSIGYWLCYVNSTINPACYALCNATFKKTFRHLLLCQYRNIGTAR
CRFR2-BP antag: blocks CRF-induced signaling of the CRF-BP/CRF-R2 complex | HEK293 CRF-R2/CRF-BP, CRF-induced calcium fluorescence | inhibition, % at 11.8 µM | hit rate 0.59% among 350,000 | AID 588475;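 active = inhibition of the ligand-induced calcium signal above about 50% at the single tested concentration, limit read from the data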
CHRM5 antagonist: CHRM5 antagonism in calcium assay; CHO-hM5 cells, Fluo-8 calcium fluorescence, ACh EC80; hit rate 0.59% among 360,000; P08912; inhibition, % at 3 µM;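 active = inhibition above a per-plate cutoff, the mean of that plate's test compounds plus 3 SD, cut at about 27% in these data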;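 also: 0% = acetylcholine EC80 with DMSO and 100% = DMSO without agonist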
M5 ag: agonists of human muscarinic M5 receptor (CHRM5). P08912. CHO-K1 hM5 cells, Fluo-8 calcium fluorescence; 0% DMSO wells, 100% maximal acetylcholine response. activation, % at 3 µM. hit rate 0.19% among 360,000. AID 624037;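 active = activation above the run's mean over test compounds plus 3 SD, cut at about 23% in these data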;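 also: signal is peak over basal fluorescence ratio across the kinetic read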
CHO-K1 Ca PAM: counter-screen for M1 PAMs: effect in parental CHO-K1 cells; hit rate 0.02% among 360,000; activation, % at 3 µM; AID 602247; ATP EC20, Fluo-8 calcium fluorescence; 0% at ATP EC20, 100% at ATP max;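 active = activation above the run cutoff, the mean activation of all test compounds plus 3 SD, cut at about 40% in these data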;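 also: peak over basal fluorescence ratio in a 140 s read after ATP addition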
TAAR1 agonist: human TAAR1 agonism; Q96RJ0; CHO RD-HGA16 TAAR1, Fluo-8 calcium fluorescence; vehicle wells 0%, saturating PEA agonist 100%; activation, % at 3 µM; hit rate 0.99% among 360,000;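 active = activation above the mean activation of all test compounds in the run plus 3 SD, cut at about 38% in these data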
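System: CHO-derived RD-HGA16 cells with stable Gα16 and human TAAR1. Times: 17-24 h plating, Fluo-8 75 min 37 °C, 30 min RT. Measured by: calcium-sensitive Fluo-8 signal, excitation 470-495, emission 515-575 nm. Read-out basis: % activation relative to PEA EC100 response. Control set: DMSO and PEA EC100. Repeats: no replicates (n 1).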
CRFR2-BP ag: agonists of human CRF-binding protein/CRF-R2 receptor complex; hit rate 0.46% among 350,000; AID 588473; activation, % at 13.2 µM; HEK293 CRF-R2/CRF-BP, calcium dye fluorescence (FLIPR); percent of saturating CRF peptide response;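 active = activation of at least 50%, plus an integration ratio under a set limit after plate pattern correction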;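 also: plate controls were neutral control wells without compound for no effect and CRF at EC100 for full effect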
The depositor's hits bear a star; / = no result given.

SMILES	TAAR1 antagonist	M5 PAM	M4 PAM	CRFR2-BP antag	CHRM5 antagonist	M5 ag	CHO-K1 Ca PAM	TAAR1 agonist	CRFR2-BP ag
O=C(COC(=O)CNC(=O)c1ccc(Cl)cc1Cl)NCc1ccco1	-22.7	4.9	-2.5	4.3	-5.4	0.8	-4.8	2.0	-0.1
O=C(O)c1ccc(S(=O)(=O)Nc2ccc(O)c(Sc3nc4ccccc4s3)c2)cc1	0.3	2.3	-5.3	23.3	-5.3	2.4	10.5	4.5	1.9
CCOC(=O)c1cc(-c2ccccc2)sc1NC(=O)C(C)Sc1nnc(N)s1 (stereo not drawn)	9.8	-2.0	-4.1	-22.0	1.9	-2.1	16.6	-1.3	-3.0
O=C(CCCOC(=O)c1ccc(O)cc1O)c1ccccc1	37.1	-17.1	-4.4	-5.5	19.5	0.1	-12.0	13.5	1.3
CCOC(=O)N1CCC(N(CCN(C)C)C(=S)Nc2cc(Cl)cc(Cl)c2)CC1	-2.8	6.8	4.3	14.2	4.1	1.4	9.6	5.5	5.0
CC(C)[C@H](NC(=O)N1CCn2c1nc1ccccc12)C(=O)NC1CC1	-24.9	3.7	1.6	-0.5	-1.0	-1.6	0.0	1.9	1.1
CCOc1cc(C2c3c(n[nH]c3C)C(=O)N2c2ccc(C)cc2)ccc1O (stereo not drawn)	4.5	0.8	7.5	-1.2	-1.2	-1.9	21.2	8.2	-0.1
COc1ccccc1N(CC(=O)NC1CCCC1)C(=O)CNC(=O)c1cccs1	3.4	-3.9	-7.9	-9.3	6.3	1.2	5.9	-1.0	-0.1
COC(=O)CSc1nc(C)cc(N2CCOCC2)n1	-0.7	2.3	6.6	-10.6	14.4	-3.8	14.1	-0.2	0.1
CC1=CC(C)(C)N(C(=O)CNC2CCCCC2)c2cc(C)ccc21	-9.4	-32.6	-25.0	-14.7	40.5*	-13.4	10.2	14.9	-1.3
COCCN(C(=S)Nc1ccc(C)c(C)c1)C(C)c1ccco1 (stereo not drawn)	-31.9	1.5	-5.4	-5.9	-1.9	0.4	-1.4	-1.6	-2.1
COc1ccc(/C=C2\SC(=S)N(NC(=O)c3csc4c3CCCC4)C2=O)cc1	-5.3	-3.3	9.4	6.6	3.5	-3.0	-2.4	-0.5	-1.1
O=C(COC(=O)c1cc([N+](=O)[O-])ccc1NCCO)Nc1cccnc1Cl	10.4	-8.7	-1.5	-6.6	10.1	4.0	-1.4	5.0	-1.5
Cc1ccc(CN2CCS(=O)(=O)CC2)cc1	-2.5	1.8	2.4	-1.5	11.7	-1.6	9.7	3.1	-1.2
C=CCOC(=O)/C=C/C(=O)NC(N)=O	-20.3	2.8	-3.8	4.2	-13.4	-2.2	-3.8	1.5	0.0

The last 4 entries of the part before lead into the next.
SMILES	TAAR1 antagonist	M5 PAM	M4 PAM	CRFR2-BP antag	CHRM5 antagonist	M5 ag	CHO-K1 Ca PAM	TAAR1 agonist	CRFR2-BP ag
COc1ccc(/C=C2\SC(=S)N(NC(=O)c3csc4c3CCCC4)C2=O)cc1	-5.3	-3.3	9.4	6.6	3.5	-3.0	-2.4	-0.5	-1.1
O=C(COC(=O)c1cc([N+](=O)[O-])ccc1NCCO)Nc1cccnc1Cl	10.4	-8.7	-1.5	-6.6	10.1	4.0	-1.4	5.0	-1.5
Cc1ccc(CN2CCS(=O)(=O)CC2)cc1	-2.5	1.8	2.4	-1.5	11.7	-1.6	9.7	3.1	-1.2
C=CCOC(=O)/C=C/C(=O)NC(N)=O	-20.3	2.8	-3.8	4.2	-13.4	-2.2	-3.8	1.5	0.0
COn1c(=O)c(-c2cccc(Br)c2)[n+]([O-])c2ccccc21	-6.7	9.7	2.8	4.9	-0.1	6.1	26.0	-0.1	-0.7
Cn1c(N)cc(-c2ccc(F)cc2)c(C#N)c1=O	-0.5	0.4	-2.1	8.3	0.3	-2.9	21.4	0.1	2.0
COc1ccccc1CNC(=O)C1(C)CCN1C(=O)Cc1ccc(-c2ccccc2)cc1 (stereo not drawn)	6.2	-11.1	-9.4	/	7.9	1.4	17.0	1.2	/
COc1ccc(OC)c(NC(=O)CCN2CCCCC2)c1	-12.6	9.2	-1.1	-15.5	2.2	-7.5	4.1	0.8	0.1
c1c(CC2CCCC2)nnn1C[C@H]1CC[C@@H]([C@@H]2CC[C@H](Cn3cc(CC4CCCC4)nn3)O2)O1	-6.2	-1.7	2.6	-5.2	4.3	3.9	4.3	2.7	0.0
COC(=O)Cc1c(C)nc2nc(NCc3cccc([N+](=O)[O-])c3)[nH]n2c1=O	-6.2	1.1	5.7	15.6	-4.6	-0.6	20.3	13.0	0.1
NS(=O)(=O)c1ccc(N/N=C/c2ccc(C(=O)O)cc2)c([N+](=O)[O-])c1	-12.7	2.1	7.0	-8.4	-1.0	-1.5	10.8	0.5	-1.6
CC(=O)N1CCc2cc(C(=O)CN3CCN(c4cccc(Cl)c4)CC3)ccc21	16.2	-9.9	-6.3	6.6	4.6	5.9	-5.3	4.2	-0.6
COc1ccc(-c2nc3ncccc3o2)cc1NC(=O)c1cccs1	-15.8	-4.5	1.2	1.8	7.3	-0.6	-7.8	9.0	-1.1
CC1(c2nnc(-c3cccc(Cl)c3)o2)CC(c2ccccc2Br)=NO1 (stereo not drawn)	12.8	-1.7	2.1	-1.3	2.5	-1.4	14.8	0.6	0.6
COc1ccccc1Nc1nc(N)nc(CSc2ncccn2)n1	17.8	2.8	-2.2	9.6	-2.2	-6.0	15.9	0.2	-2.6
O=c1[nH]c(/C=C/c2ccc(Cl)cc2Cl)c([N+](=O)[O-])c(=O)[nH]1	-4.6	-0.1	7.8	2.9	5.1	-2.9	-3.1	-0.6	-0.1
O=C(O)CCc1ccc(-c2ccc(Cl)cc2)n1CC(=O)O	-14.2	7.6	1.7	34.4	-8.0	3.2	26.4	7.5	-0.3
CCOC(=O)CN1CC23C=CC(O2)C(C(=O)NCCc2ccccc2)C3C1=O (stereo not drawn)	-9.0	-3.5	4.3	5.2	-0.6	1.6	-6.4	2.7	7.3
CCOC(=O)C1=NN(c2ccccc2)C2=NC(C)=C(C(=O)OC)C(c3ccc(C)cc3)N12 (stereo not drawn)	-0.5	-5.8	-0.2	-129.5	5.3	0.4	8.2	0.1	3.2
O=C(NNc1nc(-c2ccc(Cl)cc2)cs1)c1ccco1	2.9	2.9	4.0	0.8	-5.9	-0.3	17.3	1.7	-0.1
O=c1c2ccccc2cnn1-c1ccc2ccccc2c1	-8.9	-4.2	3.9	6.5	-0.5	-3.2	0.7	20.1	-0.2
COC(=O)c1scc(C)c1S(=O)(=O)Nc1ccc(C)cc1	-7.2	-1.4	-21.2	13.1	9.3	-12.2	-5.3	-0.1	-0.8
O=C(CCC(=O)N1CCOc2ccccc21)Nc1ccc(F)cc1F	-11.5	0.7	-0.5	-3.4	1.6	3.3	14.7	0.3	-0.2
N/C(=N\OC(=O)c1ccccc1Br)c1ccc([N+](=O)[O-])cc1	-5.2	6.2	-3.8	20.0	-0.3	-2.1	-9.9	-0.1	-1.0
O=S(=O)(NCc1ccc2c(c1)OCO2)c1c(F)cc(F)cc1Br	8.1	-2.9	0.5	-6.1	9.9	-4.3	-2.1	2.2	-0.6
COC(=O)CCn1nnc(-c2cccs2)n1	6.3	3.6	10.8	-10.7	0.8	-4.3	25.3	7.2	0.8
Cc1ccc(S(=O)(=O)NC(=O)Nc2ccccc2)cc1	-32.5	3.3	-1.2	-7.3	1.2	-0.2	5.0	0.2	-0.4
COc1cccc(CN2CCCC(N3CCc4ccccc4C3)C2)c1O (stereo not drawn)	-1.5	-1.3	-5.0	10.2	10.4	-11.3	-8.5	-0.8	-0.6
COc1cccc(NC(=O)CN(C)C(=O)Cc2ccc3c(c2)OCCO3)c1	-0.1	-0.6	-1.2	-4.6	2.8	0.9	3.8	1.4	-0.6
Cc1ccc(S(=O)(=O)NC2CC(C)(C)NC(C)(C)C2)cc1C	-14.8	4.2	-2.7	13.2	-9.5	-1.9	14.4	-0.1	-0.6
CC(Nc1n[nH]c(=O)[nH]c1=O)C(=O)N/N=C/c1ccccc1 (stereo not drawn)	-9.2	0.9	6.6	-2.2	-3.0	1.2	-19.2	0.5	0.2
C[C@H]1CN([C@@H](C)CO)C(=O)CCCn2nncc2CO[C@H]1CN(C)C(=O)c1cc(-c2ccccc2)on1	-20.4	-3.4	8.2	-7.9	14.8	0.2	20.0	5.6	5.2
CC1=CC(C)C2C(=O)N(c3ccccc3)NC(=O)C2C1 (stereo not drawn)	6.5	-5.3	1.3	-0.9	2.6	-1.5	-6.8	-0.7	-0.3
CCOC(=O)c1cc(C)nn1-c1nc(Cl)cc(OC)n1	-5.3	1.0	-0.4	7.4	-0.3	-4.4	24.4	-2.2	-1.5
COc1ccc(-c2cc(CNS(=O)(=O)c3ccc(NC(C)=O)cc3)on2)cc1	-1.5	6.5	0.6	1.8	-3.0	0.8	9.6	2.1	1.4
CCOc1ccc(OCc2ccc(C(=O)Nc3cccnc3)cc2)cc1	-16.4	-22.2	-2.4	-3.9	11.9	5.3	-0.6	3.5	0.2
CC1CC(C)CN(C(=O)/C(=C\c2ccccc2)c2ccccc2)C1 (stereo not drawn)	-29.0	-1.5	8.3	-6.0	4.8	-2.2	9.1	5.5	1.6
O=C(COc1ccc2c3c(c(=O)oc2c1)CCC3)NCCCN1CCOCC1	-27.3	-3.1	-0.5	30.7	12.5	-3.4	24.3	1.2	-0.5
Cc1cc(C)c(C#N)c(SCC(=O)C2CC2)n1	-31.6	13.2	4.3	-5.7	-0.4	1.8	11.5	-1.3	-1.0
C=CCc1cccc(C=Nc2cc(Br)ccc2O)c1O	-9.7	0.3	-6.8	-16.1	-6.9	0.2	10.8	2.1	0.6
O=C(Nc1ccccc1NS(=O)(=O)c1ccc(F)cc1)C1CCC1	-2.7	-22.8	-11.5	-7.0	13.4	3.0	8.3	2.5	-2.8
CC1CCCC(C)N1/N=C/c1cccc(Br)c1 (stereo not drawn)	0.4	-4.6	-4.9	-16.5	3.9	-2.5	4.7	1.0	1.3
Cc1cccc(-c2ncc(CN3CCC(CO)(CCCc4ccccc4)CC3)cn2)c1	-6.3	-4.8	-14.6	-25.0	2.4	-6.2	21.4	3.6	16.5
CCOC(=O)C1C(c2cc(OC)c(O)c(OC)c2)NC(=S)NC1(O)C(F)(F)F (stereo not drawn)	-23.8	1.5	13.1	9.8	-1.3	-2.9	13.7	3.3	0.8
Cc1cc(S(=O)(=O)NCc2ccc3c(c2)OCO3)ccc1F	-10.7	-2.9	-8.5	6.2	9.0	-7.2	14.5	0.3	0.1
